Screens deposited in PubChem by Broad Institute.
PglD DTNB – C. jejuni PglD acetyltransferase inhibitors, primary screen, biochemical, DTNB colorimetric, single point | purified PglD enzyme, DTNB colorimetric CoA detection | inhibition, % at 12.5 µM | actives 0.098% (n = 360,000) | AID 602405, 2012; in the data active means inhibition above about 16%, passing the limit was not always enough; further: strong numbers were not always called active
The depositor's hits bear a star. Only part of the results is shown, so the mix of outcomes need not match the whole.

SMILES | PglD DTNB
CC(OC(=O)CSc1ccc([N+](=O)[O-])cc1)C(=O)NCc1ccccc1 (configuration not stated) | 1
O=C(NCC1CCCO1)C1CCC(CNS(=O)(=O)c2ccccc2)CC1 (configuration not stated) | 1
COc1ccc(NC(=O)CCN2CCCC2)c(OC)c1 | -2
CC(=O)c1ccc(NCC(=O)N2CCN(c3ccccc3)CC2)cc1 | -11
O=C(Cc1ccccc1)NCC(=O)OCC(=O)c1ccc(OC(=O)c2ccccc2)cc1 | 0
O=C(CSc1nc2ccccc2s1)N1CCN(C(=O)c2ccco2)CC1 | 5
COC1=C/C(=C/c2c(N)n3nc(CC(=O)N4CCCCC4)sc3nc2=O)C=CC1=O | -7
COCCNC(=S)N1C2CCC1CC(NC(=O)NC13CC4CC(CC(C4)C1)C3)C2 (configuration not stated) | -7
CC(C)(C)NC(=O)C1CC(=O)OC12CCCCC2 (configuration not stated) | -4
O=C(Nc1cc(=O)[nH]c2ncnn12)c1ccc(Cl)cc1Cl | 3
CCn1c(SCc2nc3ccccc3c(=O)[nH]2)nc2ccccc2c1=O | 1
O=Cc1ccc(Sc2nnc(-c3ccccc3)o2)c([N+](=O)[O-])c1 | -6
CCOC(=O)c1nn(-c2ccc(C)cc2)c2nc(Nc3ccccc3)cc(=O)n12 | -2
O=C(O)c1cccc(S(=O)(=O)Nc2ccccc2Cl)c1 | -1
O=C(Cn1nnc(-c2cc(Cl)ccc2-n2cnnn2)n1)N1CCCc2ccccc21 | -1
Nc1nncn1C(=O)c1c(Cl)cccc1Cl | 0
c1ccc2c(c1)[nH]c1c(N3CCC4(CC3)OCCO4)ncnc12 | -4
CN(c1ccccc1)S(=O)(=O)c1cc(C(=O)N2CCN(c3ccccn3)CC2)ccc1Cl | -3
N#Cc1ccccc1Sc1ccccc1C(=O)OCC(=O)N1CCN(C(=O)c2ccco2)CC1 | 2
CCCSc1nn2c(=O)c3ccccc3nc2s1 | -1
Cc1sc2nc(SCc3nc(-c4ccccc4)no3)n(-c3ccccc3)c(=O)c2c1C | -3
CCOc1ccccc1NC(=O)Cn1nnc(C(=O)NCc2ccco2)c1N | -9
CCCCn1nnnc1SCC(=O)Nc1sc2c(c1C#N)CCCC2 | -10
Nc1nonc1C(=O)NCCNCc1cc(Br)ccc1OCc1ccccc1F | 4

Look-ups from above:
c1ccc2c(c1)[nH]c1c(N3CCC4(CC3)OCCO4)ncnc12 in PglD DTNB → -4
N#Cc1ccccc1Sc1ccccc1C(=O)OCC(=O)N1CCN(C(=O)c2ccco2)CC1 in PglD DTNB → 2

Arranged by formula weight (smallest number first): some entries from above
SMILES | PglD DTNB
CC(C)(C)NC(=O)C1CC(=O)OC12CCCCC2 (configuration not stated) | -4
Nc1nncn1C(=O)c1c(Cl)cccc1Cl | 0
CCCSc1nn2c(=O)c3ccccc3nc2s1 | -1
c1ccc2c(c1)[nH]c1c(N3CCC4(CC3)OCCO4)ncnc12 | -4
O=C(O)c1cccc(S(=O)(=O)Nc2ccccc2Cl)c1 | -1
O=C(Nc1cc(=O)[nH]c2ncnn12)c1ccc(Cl)cc1Cl | 3
O=Cc1ccc(Sc2nnc(-c3ccccc3)o2)c([N+](=O)[O-])c1 | -6
CCn1c(SCc2nc3ccccc3c(=O)[nH]2)nc2ccccc2c1=O | 1
CCCCn1nnnc1SCC(=O)Nc1sc2c(c1C#N)CCCC2 | -10
CCOc1ccccc1NC(=O)Cn1nnc(C(=O)NCc2ccco2)c1N | -9
O=C(CSc1nc2ccccc2s1)N1CCN(C(=O)c2ccco2)CC1 | 5
CCOC(=O)c1nn(-c2ccc(C)cc2)c2nc(Nc3ccccc3)cc(=O)n12 | -2
COCCNC(=S)N1C2CCC1CC(NC(=O)NC13CC4CC(CC(C4)C1)C3)C2 (configuration not stated) | -7
COC1=C/C(=C/c2c(N)n3nc(CC(=O)N4CCCCC4)sc3nc2=O)C=CC1=O | -7
Cc1sc2nc(SCc3nc(-c4ccccc4)no3)n(-c3ccccc3)c(=O)c2c1C | -3
N#Cc1ccccc1Sc1ccccc1C(=O)OCC(=O)N1CCN(C(=O)c2ccco2)CC1 | 2

Next part
SMILES | PglD DTNB
CC(=O)Nc1nc(C)c(-c2csc(Nc3ccc(O)cc3)n2)s1 | 2
COc1ccccc1-c1sc2ccccc2c1-c1ccc(C(C)=O)cc1 | 4
CC1CCCC(C)N1C(=O)COC(=O)c1ccc2c(c1)OCO2 (configuration not stated) | 1
CCCc1ccc(C2=Nn3c(nnc3C(C)C)SC2)cc1 | 0
CS(=O)(=O)N1CCN(c2nc(-c3ccc(F)cc3)cs2)CC1 | 2
C#CCOCCOCCOCCNc1nc(N2CCN(C(=O)[C@H](CCCCN)n3cc(C(N)CC(C)C)nn3)CC2)nc(N2CCN(C(=O)[C@H](CCC(=O)O)n3cc(C(N)[C@H](C)CC)nn3)CC2)n1 (some centres not stated) | -6
C[C@H](NC(=O)NCc1cccs1)C(=O)O | 4
Cc1cccc2cc(CN(CCN3CCOCC3)C(=O)NCc3ccccc3)c(=O)[nH]c12 | 6
COc1ccc(C(=O)Nc2cccnc2)cc1OC | 3
CN(C)CCCN(C(=O)c1ccc(S(=O)(=O)N2CCc3ccccc3C2)cc1)c1nc2c(F)cc(F)cc2s1 | -1
O=C(CCCOc1ccccc1)Nc1ccncc1 | 0
Nc1cccc(-c2c[nH]c3ncc(-c4cccnc4)cc23)c1 | -3
Cc1cc2[nH]c(=O)c(=O)[nH]c2cc1S(=O)(=O)NC1CCCCC1C (configuration not stated) | -1
COC(=O)C1=C(C)C(c2ccc(OC)cc2OC)NC(=O)N1 (configuration not stated) | -2
CC(C)(C)OC(=O)NCc1ccc(NC(=O)c2nc[nH]c2C(=O)NCCCCNC(=O)c2[nH]cnc2C(=O)Nc2ccc(CNC(=O)OC(C)(C)C)cc2)cc1 | 4
CC1(C)CC(=O)C(C=NCCN2CCN(CCCCS(=O)(=O)O)CC2)=C(O)C1 | -5
O=C(Nc1ccc(Oc2ccccc2)cc1)C1CCCN(c2ncccn2)C1 (configuration not stated) | 4
Cc1cc(C)n2cc(CSc3nnc(-c4ccccc4)o3)nc2n1 | -3
Cc1cc(NC(=O)Cn2cnc3c2c(=O)n(C)c(=O)n3C)n(-c2ccccc2)n1 | -1
Cc1c(NC(=O)c2ccc(=O)oc2)c(=O)n(-c2ccccc2)n1C | -3
CCCc1nc(NCc2ccc3c(c2)OCO3)c2nnn(Cc3ccccc3Cl)c2n1 | 3
CC(C)(CO)Nc1ccc([N+](=O)[O-])cc1[N+](=O)[O-] | -2
Cc1cc(N2C(=O)CC(Cc3ccccc3)C2=O)no1 (configuration not stated) | -5
O=C(COc1ccc(S(=O)(=O)NC2CCCCC2)cc1Cl)NCC1CCCO1 (configuration not stated) | 4
CCOC(=O)Cn1nnc2c(sc3nc4c(c(-c5ccc(Cl)cc5)c32)CCC4)c1=O | 2
Cc1c(C)c2cccnc2c2ncccc12 | -6
COC(=O)C1=C(C(=O)c2ccc(C)cc2)C(c2ccc(OC)c(OC)c2)n2nnnc2N1 (configuration not stated) | -6
O=C(C1=C(O)C(=O)N(CCCn2ccnc2)C1c1ccccc1)c1ccco1 (configuration not stated) | 4
COc1ccc(/C=N/n2c(SC)nnc2-c2ccccc2)c(OC)c1OC | 6
Cc1ccccc1N1C(=O)CC(Sc2nnc(-c3ccccc3)o2)C1=O (configuration not stated) | 4
COc1ccc(NC(=S)N2CCC(c3nc4ccccc4[nH]3)CC2)c(OC)c1 | -2
CCN(CC)CCNC(=O)NC1CCCCC1 | 9
O=C1Cc2cc(NS(=O)(=O)c3cc(F)ccc3F)cc3c2N1CCC3 | -3
COc1ccc(CCNc2nc(C)c(C(C)=O)s2)cc1OC | 1
CCN1CCN(c2ccc(S(=O)(=O)N3CCCCC3)cc2NC(=O)c2ccc(C)o2)CC1 | -2
COC(=O)c1sccc1NC(=O)c1ccc(C#N)cc1 | 5
Cc1cccc(C)c1N(CC(=O)Nc1cccc(N(C)S(C)(=O)=O)c1)S(C)(=O)=O | 5
O=C(NCC(O)c1ccccc1)c1ccc(Cl)c(S(=O)(=O)N2CCCC2)c1 (configuration not stated) | -5
CCOc1ccc(NC(=O)C2C3C=CC4(O3)C2C(=O)N(Cc2cccnc2)C4C(=O)NC2CCCCC2)cc1 (configuration not stated) | -5
COc1ccc(S(=O)(=O)NCCOc2ccccc2)cc1OC | 0
O=C(Cc1cn2ccsc2n1)Nc1nc2c(s1)CN(Cc1ccccc1)CC2 | 2
O=C(Nc1cccc2ccccc12)N1CC=CCC1 | 0
Nc1ccccc1OCCOCCOc1ccccc1N | -1
COc1ccc(C(=O)Nc2cc3c4c(c2)CC(=O)N4CCC3)c(OC)c1 | 8
NC(=O)C1CCN(CC(O)CSc2ccc(F)cc2)CC1 (configuration not stated) | 6
COc1ccc(CCNC(=O)CC(c2ccccc2)c2cc(C)ccc2O)cc1OC (configuration not stated) | 11
Nc1cc(Br)c(N)c(Br)c1 | -3
Cc1cc(/C=N/NC(=O)C(=O)N2CCCC2)c(C)n1-c1cccc(Br)c1 | -3
COc1cc(N2CN=c3s/c(=C\c4ccccn4)c(=O)n3C2)cc(OC)c1OC | 3
Clc1ccc(NCc2nnc3n2CCCCC3)cc1 | 0
CCCCC(=O)Nc1cc(NC(=O)CCCC)cc(C(=O)O)c1 | -4
N=c1sccn1CC(=O)Nc1ccccc1-c1ccccc1 | 6
COc1cc(NC(=O)CS(=O)(=O)c2ccccc2)cc(OC)c1OC | -2
O=C1Nc2ccc(Br)cc2C1(O)Cc1ccncc1 (configuration not stated) | 6
Cc1ccc(CC2S/C(=C(/C#N)C(=O)NCc3ccco3)N(c3ccccc3)C2=O)cc1 (configuration not stated) | 9
COc1cccc(OC)c1C(=O)Nc1cc(Cl)ccc1N1CCOCC1 | 0
Cc1oc(-c2cccc(Cl)c2)nc1CN1CCC(C(=O)NCCCN2CC(C)CC(C)C2)CC1 (configuration not stated) | -1
Cc1occc1C(=O)Nc1nnc(C2CCCCC2)s1 | 9
CCOC(=O)CSc1nnc(C)c(=O)[nH]1 | -1
N#Cc1c(SCC(N)=O)nc(-c2ccccc2)c2c1CCCC2 | 0

(more compounds)
SMILES | PglD DTNB
CC1=C(C(N)=O)C(c2ccccc2F)NC(=O)N1 (configuration not stated) | 2
CC(=O)n1nc(-c2ccco2)nc1SCc1ccccc1 | 1
COc1ccc(S(=O)(=O)N2CCCC2C(=O)NCc2cccs2)cc1 (configuration not stated) | 3
COc1cc(OC)c(C#N)c(S(=O)(=O)Cc2ccccc2)c1 | 2
N#CC1=C2SCN(Cc3ccco3)CN2C(=O)CC1c1ccc(Cl)cc1 (configuration not stated) | 0
COc1ccc2c(c1OC)C(=O)N1N=C(c3ccccc3)CC21 (configuration not stated) | 2
O=C(CSc1nc(-c2ccco2)cc(C(F)(F)F)n1)N1CCCc2ccccc21 | 2
CCN(CC)CC#CC(C)OCOCC#CCOC (configuration not stated) | 2
Cc1cccc2cc(=O)[nH]c(C)c12 | 0
Cc1ccc(C(=O)NCc2nnc(SCC(=O)Nc3sc4c(c3C#N)CCCC4)n2C)cc1 | -4
O=C1c2ccccc2C(Nc2ccc3c(c2)OCCO3)N1Cc1ccccc1 (configuration not stated) | -5
Nc1ccc(C(=O)OCc2nc3ccccc3[nH]2)cc1 | 0
COc1ccc(OC)c(Nc2ncnc3c2cnn3-c2ccccc2)c1 | -2
CCOc1ccc(N(CC(=O)OC)S(=O)(=O)c2ccc(OC)c(OC)c2)cc1 | -3
COc1ccccc1-n1c(SCC(=O)N2CCCCC2)nnc1-c1ccccc1O | -5
COc1ccc(C2=NOC(Cn3c(Cc4ccc(Cl)cc4)nc4c3c(=O)n(C)c(=O)n4C)C2)cc1 (configuration not stated) | -12
CC1=NNC(=O)C1CCC(=O)N/N=C\c1ccccc1[N+](=O)[O-] (configuration not stated) | 0
CCC(C)Sc1cccc(-c2nc3ccc(Cl)cn3c2NCc2ccccc2)c1 (configuration not stated) | 4
CCOC(=O)C1=C(SCC(=O)Nc2ccccc2)NC(=O)C(C#N)C12CCCCC2 (configuration not stated) | -3
CCOc1ccccc1/C=N/Nc1nc(C)cc(=O)[nH]1 | 2
O=C(COC(=O)C1CC1)c1c[nH]c2ccccc12 | 1
C#CCOCCOCCOCCNc1nc(N2CCN(C(=O)CCCCCCCCCCNC(=O)[C@@H](CCSC)n3cc(CCO)nn3)CC2)nc(N2CCN(C(=O)CCCCCCCCCCNC(=O)[C@H](CCCN=C(N)N)n3cc(C[C@@H](C)CC)nn3)CC2)n1 | 2
O=C(CN1CCC(C(=O)c2ccc(F)cc2)CC1)Nc1ccccc1 | 5
Cc1c(C(=O)N2CCCCC2)sc(NC(=O)c2ccco2)c1C#N | 8
COc1cccc(CSc2nc3sc(C)c(C)c3c(=O)n2Cc2ccco2)c1 | 0
CCCN(CC(=O)Nc1ccccc1OC)C(=O)Cc1ccc2c(c1)CCC2 | 7
O=c1[nH]c(SCc2ccccc2Cl)nc2c1CCCC2 | 2
COc1cc(OC)cc(C(=O)Nc2ncc3c(n2)CC(C)(C)CC3=O)c1 | 4
COC(=O)Cc1nc(NC(=O)c2cccs2)sc1C | 6
O=C(CN(Cc1ccco1)C(=O)c1cc(=O)[nH]c2ccccc12)Nc1ccccc1Br | 1
CCOc1ccc(C(C)=O)cc1COC(=O)C1=COCCO1 | 7
CCOc1ccc2ncc(C(=O)c3ccc(OC)cc3)c(N3CCN(CC)CC3)c2c1 | -3
Cc1ccc(C)c(CN2C(=O)C3CCCN3c3ccc(C#N)cc32)c1 (configuration not stated) | 1
Cc1cccc(CS(=O)(=O)Cc2ccc(C(=O)NCc3cccnc3)o2)c1 | 3
O=C(CSc1nc2sc3c(c2c(=O)n1-c1ccccc1)CCCC3)N/N=C/c1ccccc1C(=O)O | 3
CCN1CCN(Cc2ccc(NC(=O)Nc3cccs3)cc2)CC1 | 2
CC(=O)OC(C(=O)NCc1ccco1)c1ccncc1 (configuration not stated) | 2
O=C(O)c1oc2ccccc2c1CN1CCN(c2ccccc2)CC1 | 6
COc1ccc(NC(=O)CCn2cc(C)c3ccccc32)cc1 | 2
COc1ccc(-n2ncc3c(N4CCc5ccccc54)ncnc32)cc1 | -3
